FAK blocker = FAK kinase inhibitors, primary screen, biochemical; AID 727, 2007; biochemical FAK kinase activity assay; 0.84% of 97,000 active; inhibition, %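 (tested at 7 µM)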; in the data active = inhibition above about 19%;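 note: 0% = DMSO and 100% = reference compound high control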
Target sequence (Q05397 whole entry, looked up): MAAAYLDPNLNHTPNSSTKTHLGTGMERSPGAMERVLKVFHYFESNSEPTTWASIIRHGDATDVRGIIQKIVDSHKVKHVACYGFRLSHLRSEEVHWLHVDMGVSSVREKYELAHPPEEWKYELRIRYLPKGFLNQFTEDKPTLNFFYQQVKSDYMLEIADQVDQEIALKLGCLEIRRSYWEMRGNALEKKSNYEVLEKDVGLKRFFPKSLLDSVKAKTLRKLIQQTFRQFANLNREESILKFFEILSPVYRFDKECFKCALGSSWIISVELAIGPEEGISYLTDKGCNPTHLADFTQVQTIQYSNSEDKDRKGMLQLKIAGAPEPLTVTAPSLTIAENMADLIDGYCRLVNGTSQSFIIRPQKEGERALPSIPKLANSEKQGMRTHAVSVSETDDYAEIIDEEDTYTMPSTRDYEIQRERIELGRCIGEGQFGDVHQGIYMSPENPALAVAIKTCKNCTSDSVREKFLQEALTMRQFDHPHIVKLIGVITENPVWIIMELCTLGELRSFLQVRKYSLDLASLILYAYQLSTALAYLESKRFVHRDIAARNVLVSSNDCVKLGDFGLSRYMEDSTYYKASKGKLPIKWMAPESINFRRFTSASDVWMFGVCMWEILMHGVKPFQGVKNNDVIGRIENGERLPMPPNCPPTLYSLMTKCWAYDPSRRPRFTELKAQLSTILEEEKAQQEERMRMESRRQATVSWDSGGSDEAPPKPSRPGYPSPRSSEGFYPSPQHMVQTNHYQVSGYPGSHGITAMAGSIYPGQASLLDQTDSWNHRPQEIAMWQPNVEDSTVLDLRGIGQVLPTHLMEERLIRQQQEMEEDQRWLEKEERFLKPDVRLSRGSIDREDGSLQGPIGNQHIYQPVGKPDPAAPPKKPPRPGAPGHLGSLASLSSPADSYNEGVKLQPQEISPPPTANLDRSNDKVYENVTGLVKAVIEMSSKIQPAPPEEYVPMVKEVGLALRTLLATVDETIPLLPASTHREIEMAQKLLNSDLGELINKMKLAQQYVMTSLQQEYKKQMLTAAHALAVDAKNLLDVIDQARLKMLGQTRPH
PLK1 inh = human PLK1 kinase inhibitors, primary screen, biochemical, TR-FRET; inhibition, % at 10 µM; 0.53% of 97,000 active; Serine/threonine-protein kinase PLK1 (Homo sapiens), P53350; recombinant PLK1 kinase, TR-FRET peptide phosphorylation;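 active = inhibition of 50% or more in the single-concentration screen; inactive = inhibition below 50%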;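 note: 0% = DMSO max control and 100% = H-89 dihydrochloride min control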
S1P2 blocker = human S1P2 receptor antagonists, primary screen, cell-based. Sphingosine 1-phosphate receptor 2 (Homo sapiens), O95136. cell-based S1P2 antagonist assay, inhibition at 5 uM. inhibition, % at 5 µM. 0.21% of 97,000 active. AID 736, 2007; in the data active = inhibition above about 45%;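 note: CRE beta-lactamase reporter cells expressing human S1P2 stimulated with S1P; 0% = agonist at EC80 alone and 100% = agonist plus reference antagonist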
PLK1 PBD inh = Plk1 polo box domain binding inhibitors, primary screen, biochemical, fluorescence polarization; Plk1 PBD phosphopeptide binding; AID 693, 2007; 0.13% of 97,000 active; inhibition, %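 (tested at about 20 µM)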; in the data active = inhibition above about 34%, passing the limit was not always enough
EphB4 ephrin blk = EphB4-ephrin-B2 interaction antagonists, primary screen, biochemical, TNYL-RAW peptide probe, fluorescence polarization; 0.15% of 97,000 active; EphB4 LBD / TNYL-RAW-Alexa532 peptide; inhibition, % at 7 µM;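 active = inhibition above the screen-wide mean inhibition plus 3 SD, cut at about 15% in these data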;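 note: 0% = DMSO wells and 100% = excess unlabeled TNYL-RAW peptide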
S1P2 ag = S1P2 receptor agonists, primary screen, cell-based; Sphingosine 1-phosphate receptor 2 (Homo sapiens), O95136; activation, % at 4.5 µM; S1P2-expressing cell line, agonist reporter read-out; AID 729, 2007; 0.46% of 97,000 active; in the data active = activation above about 16%;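 note: 0% = vehicle low control and 100% = maximal reference agonist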
PLAP act = PLAP enzyme activators, biochemical, luminescence, HTS; Alkaline phosphatase, placental type (Homo sapiens), P05187; purified PLAP enzyme, luminescent substrate read-out; stronger effect = higher value; activation fold at 20 µM; 1.2% of 96,000 active; AID 696, 2007; in the data active = activation fold above about 2
Rev-RRE block = HIV-1 Rev-RRE binding inhibitors, primary screen, biochemical, FRET, protein-RNA interaction; P05866; Rev peptide-RRE RNA binding; inhibition, % at 8 µM; 0.79% of 97,000 active; AID 704, 2007;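 active = inhibition above the screen-wide mean plus 3 SD, cut at about 35% in these data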;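 note: 0% = median DMSO wells and 100% = median Neomycin B control wells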
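Material: labelled RRE RNA duplex and labelled Rev peptide / Buffer or medium: HEPES pH 7.5 salt buffer with EDTA / Compound dosing: single point, 8 µM final nominal compound concentration / Benchmarks: DMSO low control, neomycin B high control / Timing: 5 min preincubation and 15 min binding, 25 °C / Technique: FRET fluorescence readout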
MT1-MMP txn act = MT1-MMP promoter reporter activation – cell-based, luciferase luminescence, primary screen | AID 750, 2007 | HT1080 MT1-MMP promoter luciferase reporter, overnight; stronger effect = higher value | 0.16% of 86,000 active | activation factor at 10 µM;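 active = activation factor of at least 2 for MT1-MMP transcription at 10 µM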
* hit, by the source's call; nt = not tested or not shown.

SMILES	FAK blocker	PLK1 inh	S1P2 blocker	PLK1 PBD inh	EphB4 ephrin blk	S1P2 ag	PLAP act	Rev-RRE block	MT1-MMP txn act
CN(C/C(O)=C(\C#N)c1ccccc1)C1CCCCC1	0	-6	-11	-14	0	-5	1.1	2	1.1
Cc1ccccc1-c1cc(C(=O)n2cccn2)c2cc(Cl)ccc2n1	-7	4	1	-19	-9	-8	0.9	-1	nt
COc1ccc(C(NC(=O)c2ccco2)c2ccc(OC)c(OC)c2)cc1 (stereo unspecified)	-1	-9	-3	17	2	-4	1.1	5	1.1
c1ccc2c(N3CCCCC3)ncnc2c1	2	-11	-4	-30	2	0	0.8	5	1.1
CCOC(=O)C(CC)(CC)C(=O)/C=C/c1ccc(Br)cc1	6	-4	1	12	10	4	0.9	13	nt
Cc1ccc(S(=O)(=O)Nc2ccc3nc(-c4cccn4C)[nH]c3c2)cc1	4	-11	-7	-5	-2	0	1.3	4	1.3
CCc1nc(SCC(=O)c2cc(C)ccc2C)n[nH]1	-3	-5	-29	-8	1	-6	2.3*	-1	0.9
Cc1ccc(NC(=O)C(=O)NCc2ccc(/C=C(/C#N)C(=O)NCc3cccnc3)o2)cc1	-3	-20	-1	0	-11	-2	0.8	-2	nt
O=C(NCCc1cn2ccccc2n1)C1CCCCC1	-1	-1	-3	-7	-2	0	1	11	1.1
CCn1c(=N)n(CCOc2ccc(OC)cc2)c2ccccc21	-1	-1	11	12	3	-8	0.9	-1	1.1
c1ccc(-n2c(SCc3nc(-c4cccs4)no3)nnc2-c2ccco2)cc1	3	-12	2	13	7	-1	1.1	10	1
CCCCSC1(SCCCC)N=C(N)C2(C#N)C(c3ccccc3)NC(C)=CC12C#N (stereo unspecified)	-5	-6	7	3	3	-7	1.1	3	1.2
O=C(C1CCC1)N1CCc2cc(S(=O)(=O)Nc3ccc4c(c3)OCCO4)ccc21	-2	-20	32	-8	5	-6	1	12	1.1
COc1ccc(-n2c(N)c(C(=O)NCc3ccco3)sc2=S)cc1	0	-9	9	14	4	-8	1.1	-5	1
COc1ccccc1C(=O)Nc1ccc(C(=O)O)cc1	-2	-2	13	-9	0	-6	nt	9	1.2

The last 3 records of the section above lead into the next:
SMILES	FAK blocker	PLK1 inh	S1P2 blocker	PLK1 PBD inh	EphB4 ephrin blk	S1P2 ag	PLAP act	Rev-RRE block	MT1-MMP txn act
O=C(C1CCC1)N1CCc2cc(S(=O)(=O)Nc3ccc4c(c3)OCCO4)ccc21	-2	-20	32	-8	5	-6	1	12	1.1
COc1ccc(-n2c(N)c(C(=O)NCc3ccco3)sc2=S)cc1	0	-9	9	14	4	-8	1.1	-5	1
COc1ccccc1C(=O)Nc1ccc(C(=O)O)cc1	-2	-2	13	-9	0	-6	nt	9	1.2
CCOC(=O)C(=O)Nc1ccccc1C(N)=O	0	-5	-9	-16	4	0	0.9	-3	1.3
CCSC1=C(C#N)C(c2ccccc2Cl)C(C(=O)c2cccs2)C(O)(C(F)(F)F)N1 (stereo unspecified)	-1	-6	-21	12	0	-6	1.1	11	nt
CCC1(C)Cc2c(sc3c2c(=O)n(-c2ccccc2)c(=O)n3C)CO1 (stereo unspecified)	-4	-3	-13	18	-2	-9	1.1	-5	nt
Brc1ccc(/C=N/Nc2ncnc3c2cnn3Cc2ccccc2)cc1	8	-9	-6	45	0	-4	1.1	8	nt
CC1CN(S(=O)(=O)c2cccs2)CC(C)O1 (stereo unspecified)	1	-8	-17	-15	-4	-1	1.2	5	1.2
COc1ccc(-c2nn(-c3ccccc3)cc2C(=O)Nc2nccs2)cc1OC	-2	4	-11	3	5	-3	nt	-1	1.2
O=C(Cn1cnc2ccccc2c1=O)c1c[nH]c2ccccc12	3	16	20	-18	4	-6	1	-2	1.2
COc1ccc2c(c1)[nH]c(=O)c1sc3ccccc3c12	-23	-1	-23	-10	-8	-9	1.1	-3	nt
NC(=O)c1c(-c2ccccc2)oc2ccc(O)cc12	5	-7	21	-12	3	-6	1	8	1
CCOC(=O)c1c(C)nc2sc(C(N)=O)c(N)c2c1-c1ccc(OC)cc1	8	-10	-7	22	0	-4	1.1	9	nt
CC(C(=O)NCCCN1CCOCC1)n1cccc1C(=O)c1ccccc1 (stereo unspecified)	1	-17	-5	15	3	-2	nt	2	1
OC(COc1ccccc1)CN1C2=NCCCN2c2ccccc21 (stereo unspecified)	7	-15	14	-16	5	-9	0.9	-7	1
CN(C)CCNc1ncnc2ccccc12	2	-8	18	-22	5	-2	0.5	7	1.1
Cc1cccc(OCC(=O)O/N=C(\N)c2ccc(Cl)cc2)c1	-5	-11	1	-4	10	-11	nt	10	nt
CC(=O)c1coc2ccc(OCCN3CCCCC3)cc12	-7	-20	24	-11	-3	-9	1.1	-1	1.1
COc1ccc(Oc2nc(C)cc(C)c2C#N)cc1	-1	-9	-3	-2	-8	-4	1.4	2	1
COc1ccc(C2C3=C(N=C4SCC(=O)N42)c2ccccc2CC3)cc1 (stereo unspecified)	4	-13	-1	-4	-3	-8	1.6	-8	1.8
CC(C)=CC1C=C(C)C(C)C2C(=O)NNC(=O)C12 (stereo unspecified)	2	2	1	-18	2	-6	1.2	10	1
COc1cccc(CNC(=O)C2CCN(c3cnccn3)CC2)c1	6	2	-4	-12	5	-5	nt	5	1.1
CN(C)c1nc(NCc2ccccc2)nc(N/N=C/c2ccc(Cl)cc2Cl)n1	-4	-4	10	-21	7	-5	1.1	3	nt
CC(C)OC(=O)c1cccnc1SCC(=O)N(C)c1ccccc1	1	-5	-5	12	3	-2	1.2	2	1
Cc1cc(C)c(NC(=O)COc2ccccc2C(=O)Nc2ccc3c(c2)oc2ccccc23)c(C)c1	-3	-31	14	0	4	1	1.9	-1	1.3
CC(C)OC(=O)CSc1nnc(-c2cccnc2)n1Cc1ccccc1	1	-9	13	12	-2	-6	0.9	0	1.1
Cc1ccc(S(=O)(=O)Nc2cc(C(=O)Nc3cc(C)cc(C)c3)ccc2Cl)cc1	-4	-16	-23	-5	4	-9	1.4	4	nt
Cn1cc(CC(=O)N2CCN(c3ccc(Cl)cc3)CC2)c2ccccc21	-1	-16	2	-2	6	-4	0.8	6	nt
Nc1nonc1C(=O)NCCNS(=O)(=O)c1ccc(Br)cc1	3	-4	-14	32	-10	-6	0.9	4	nt
CCC(CC)NC(=O)c1ccccc1Oc1ccccc1	0	-6	17	0	-8	-1	0.8	7	1.1
CC(C)CN(CCC(=O)O)CC(C)C	-2	-4	-2	-2	7	-2	0.9	15	1.1
COc1ccc(-c2nc(Cn3c(SCc4ccc(C)cc4)nc4ccncc43)c(C)o2)cc1OC	-5	-2	-8	9	3	-2	1.8	-3	nt
COCCn1nnnc1C(c1ccccc1OC)N1CCN(c2ccccc2F)CC1 (stereo unspecified)	9	-12	12	-17	3	-3	1.5	2	1.4
O=C(NC1CC2CCC(C1)N2Cc1ccco1)c1ccccc1 (stereo unspecified)	-3	-7	-7	-7	-1	-7	nt	5	1
O=C(/C(=C/O)N=Nc1ccccc1)c1ccncc1	14	22	6	14	1	-6	1	1	1
COc1cnc(SCC(=O)O)[nH]c1=O	1	3	6	14	-6	-2	0.9	4	nt
CCOC(=O)C1CCN(C(c2cc3ccc(C)c(C)c3[nH]c2=O)c2nnnn2C2CCCCC2)CC1 (stereo unspecified)	6	-1	19	10	5	-2	1.6	15	1.1
CCC(Sc1nc2sc(C(=O)OC)c(C)c2c(=O)n1N)C(=O)N(CC)CC (stereo unspecified)	0	-2	15	-21	2	-3	1.2	-4	1.1
CCS(=O)(=O)N1CCCC(C(=O)NC2CCCCC2)C1 (stereo unspecified)	4	-1	5	-4	5	-6	1	14	1.2
CCN(CC)CCNC(=O)Cn1cnc2sc(C)c(S(=O)(=O)N3CCOCC3)c2c1=O	-5	3	-12	15	3	-2	nt	3	1
CCC(CC)C(=O)Nc1cccc(C(=O)N2CCOCC2)c1	-2	-6	-28	-14	-2	-6	0.9	1	1.2
COc1ccccc1NC(=O)CSc1nccc(=O)[nH]1	-3	-7	-4	-4	8	1	0.9	10	1.1
CCn1c(Cc2ccc(OC)cc2)nnc1SCC(=O)N1CCN(c2ccccc2)CC1	0	-1	-2	-30	1	-5	1.8	4	1.2
Oc1ccc2c(c1)oc1cc(O)ccc12	7	30	32	-20	9	-7	1	11	1.4
COC(=O)c1ccccc1NC(=O)CN1CCC(NC(=O)c2ccc(C)cc2)CC1	-6	2	0	-32	-3	-4	1.1	3	1
Cc1cc(NC(=O)c2ccco2)ncc1NC(=O)CCc1ccccc1	1	-5	-8	2	-4	0	1	2	1.1
CCCCn1c(=S)[nH]c2cc(S(=O)(=O)N3CCCCC3)ccc21	1	-6	-19	7	2	-3	1.5	1	nt
Cc1ccc(S(=O)(=O)Nc2cccc(-c3cn4ccsc4n3)c2)cc1	1	-17	-16	-12	4	0	1.1	12	1.1

Retrieved one by one from the list above, 3 records:
SMILES	FAK blocker	PLK1 inh	S1P2 blocker	PLK1 PBD inh	EphB4 ephrin blk	S1P2 ag	PLAP act	Rev-RRE block	MT1-MMP txn act
COc1cnc(SCC(=O)O)[nH]c1=O	1	3	6	14	-6	-2	0.9	4	nt
CCOC(=O)C1CCN(C(c2cc3ccc(C)c(C)c3[nH]c2=O)c2nnnn2C2CCCCC2)CC1 (stereo unspecified)	6	-1	19	10	5	-2	1.6	15	1.1
CCC(Sc1nc2sc(C(=O)OC)c(C)c2c(=O)n1N)C(=O)N(CC)CC (stereo unspecified)	0	-2	15	-21	2	-3	1.2	-4	1.1

Going on with the list.
SMILES	FAK blocker	PLK1 inh	S1P2 blocker	PLK1 PBD inh	EphB4 ephrin blk	S1P2 ag	PLAP act	Rev-RRE block	MT1-MMP txn act
CCc1ccc(NC(=O)N(C2CCCCC2)C(C)c2cccnc2)cc1 (stereo unspecified)	-1	-7	16	12	3	-3	0.8	4	1
Cc1cc(NC(=O)CSc2nnc(COc3ccccc3)o2)no1	0	-9	6	3	-1	0	1	-2	1.2
CCOC(=O)c1cnn(CCOC(=O)Cc2cccs2)c1NC(=O)Cc1cccs1	-6	-10	6	-7	6	-11	1	3	1
Cn1cc(CNC(=O)C2CCCCC2)cn1	-3	-3	3	-15	-3	0	0.9	2	1.1
COCCCNC(=O)CCNS(=O)(=O)c1ccc(C)cc1	-2	-1	-1	-5	-2	-4	1.1	7	1
Cc1cc(C)c(C(N)=O)c(NCCc2ccccc2)n1	1	-12	11	-20	7	-3	0.8	9	1
O=C(NCC1CCCO1)C(c1cccnc1)N(C(=O)Cc1cccs1)c1cccnc1 (stereo unspecified)	-2	-14	2	-11	-2	-2	1	5	nt
COc1cccc(-c2nc(N3CCCCC3C)c3ccccc3n2)c1O (stereo unspecified)	5	-4	7	13	-4	-4	1.6	1	1.2
Cc1ccc(N(C(=O)Cn2nnc(-c3cccs3)n2)C(C(=O)NC2CCCC2)c2ccncc2)cc1 (stereo unspecified)	2	-4	13	-21	3	-4	1	2	nt
Cc1ccc2[nH]c3c(c2c1)CN(C(=O)CN1CCN(c2cccc(C)c2C)CC1)CC3	1	-9	-7	7	5	-5	1.8	7	1
CN(C)c1nc2c(c(=O)[nH]c(=O)n2C)n1Cc1ccc(F)cc1	-6	-5	2	5	-2	-5	0.9	4	1
CCCC(=O)NC(=S)Nc1ccc(NC(=O)c2cccs2)cc1	-1	-3	-7	10	1	-6	0.9	-1	nt
COc1ccc2sc(C)nc2c1NC(C)=O	-4	1	6	8	2	2	1	2	1.2
O=C(NCCN1CCN(C(=O)Nc2ccccc2)CC1)Nc1ccccc1	2	-4	16	-15	6	-5	1	6	1
